Source: PubChem
PLK1 PBD block – inhibitors of human PLK1 polo-box domain binding. P53350. Plk1 PBD binding of FITC phosphopeptide, fluorescence polarization. Potency, µM, for inactives: max response, negative = inhibition, usual class: inhibitors. hit rate 2.8% among 360,000. AID 720504; also: potency is read from the fitted curve at half-maximal effect; series mostly up to about 57 µM; % is scaled to controls: 0 for no effect and ±100 for the full control effect; nearly all actives have a fitted effect of over 65% in size
aSyn yeast inh – inhibitors of alpha-synuclein toxicity in yeast. Yeast expressing alpha-synuclein, growth rescue, BacTiter-Glo, 24 h. hit rate 0.14% among 370,000. Potency, µM (series often up to 46.1 µM), without a hit: at the top dose growth rescue (activation), hits mostly activators; also: potency is read from the fitted curve at half-maximal effect; % of control where 0% means no effect; nearly all actives have a fitted effect of over 65% in size
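Screening used galactose-induced yeast with toxic alpha-synuclein levels, exposed to compound for 24 hr at 30 deg C. Cell growth, read with BacTiter-Glo luminescence, gave the measured signal.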
WRN helicase inh – inhibitors of human WRN helicase. Q14191. hit rate 0.46% among 360,000. Potency, µM (doses to about 114 µM), without a hit: top-dose activity change, negative = inhibition, actives largely listed as inhibitors. AID 651768. WRN helicase unwinding, fluorescent forked duplex, kinetic; also: potency is read from the fitted curve at half-maximal effect; % is scaled to controls: 0 for no effect and ±100 for the full control effect; nearly all actives have a fitted effect of over 55% in size
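Kinetic red-fluorescence monitoring (525/598 nm) tracks WRN helicase activity after 100 nM fluorophore-quencher forked duplex and 2 mM ATP are added to 20 nM enzyme pretreated 15 min at room temperature with compound.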
EPAC1 antagonist – antagonists of human EPAC1 | O95398 | EPAC1 GEF assay, Rap1b-BODIPY-GDP exchange fluorescence | Potency, µM (titrated, usually from 115 µM), without a hit: at the highest dose activity change, negative = inhibition, hits mostly inhibitors | hit rate 0.14% among 360,000;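 also: potency is read from the fitted curve at half-maximal effect; plate controls were vehicle for no effect and positive control for full effect; nearly all actives have a fitted effect of over 50% in size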
Target sequence (O95398 whole entry, looked up): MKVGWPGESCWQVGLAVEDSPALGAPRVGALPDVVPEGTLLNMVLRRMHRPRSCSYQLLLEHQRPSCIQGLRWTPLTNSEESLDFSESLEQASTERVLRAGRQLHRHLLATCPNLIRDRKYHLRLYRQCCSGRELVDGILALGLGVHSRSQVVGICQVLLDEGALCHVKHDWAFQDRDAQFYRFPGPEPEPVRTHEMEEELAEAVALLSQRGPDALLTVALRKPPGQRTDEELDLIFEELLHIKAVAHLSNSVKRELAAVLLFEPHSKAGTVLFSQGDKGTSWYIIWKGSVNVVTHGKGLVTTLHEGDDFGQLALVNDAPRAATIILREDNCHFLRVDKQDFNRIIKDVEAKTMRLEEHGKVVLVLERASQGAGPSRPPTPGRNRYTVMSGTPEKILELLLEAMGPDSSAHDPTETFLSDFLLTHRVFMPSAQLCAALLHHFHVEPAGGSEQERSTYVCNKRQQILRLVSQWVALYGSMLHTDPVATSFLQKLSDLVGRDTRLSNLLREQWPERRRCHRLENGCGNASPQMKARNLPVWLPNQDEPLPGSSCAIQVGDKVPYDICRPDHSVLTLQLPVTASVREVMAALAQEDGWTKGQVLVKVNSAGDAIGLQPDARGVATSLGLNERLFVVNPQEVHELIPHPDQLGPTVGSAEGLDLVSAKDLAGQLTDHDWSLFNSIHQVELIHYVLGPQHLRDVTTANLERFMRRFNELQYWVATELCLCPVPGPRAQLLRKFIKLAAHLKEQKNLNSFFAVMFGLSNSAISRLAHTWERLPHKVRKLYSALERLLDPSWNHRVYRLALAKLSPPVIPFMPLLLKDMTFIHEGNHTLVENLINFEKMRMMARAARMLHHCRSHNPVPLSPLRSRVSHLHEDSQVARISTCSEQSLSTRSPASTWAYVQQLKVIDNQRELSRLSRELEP
Abeta rescue – A-beta toxicity reversal in yeast. yeast expressing A-beta42, growth rescue, OD600, 48 h; response scale: 0% DMSO, 100% iron-clioquinol control. hit rate 0.063% among 410,000. AID 1347071. Potency, µM (titrated, usually from 46.1 µM), inactives show at the highest dose growth rescue, most hits filed as activators; also: potency is read from the fitted curve at half-maximal effect; nearly all actives have a fitted effect of over 55% in size
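Yeast growth medium received pinned compounds, then yeast cells expressing toxic A-beta were added; plates incubated at 30 C for 48 hr. Growth read as absorbance at 600 nm, normalized to DMSO and equimolar FeCl3 plus clioquinol controls.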
IL2 activator – activators of IL-2. IL-2 activation reporter assay, cell-based qHTS; stimulated with anti-CD3/CD4/CD28 beads; in transgenic mouse T cells. AID 652025. hit rate 0.065% among 360,000. activation, % (series mostly up to about 46 µM); in the data active = activation above about 50%; inconclusive = mostly about 30% to 49%; also: 0% is about no effect
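Unstimulated transgenic mouse T cells preincubated 60 min with compound, then stimulated with anti-CD3/anti-CD4-coated beads plus anti-CD28 for 18 h at 37 degrees C. IL-2 response read as EGFP and DsRed fluorescence by plate cytometry.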
PI5P4K alpha inh – blocks human PI5P4K alpha kinase activity | PI5P4Kalpha enzyme, ADP-Glo luminescence, 60 min; hits give low values | max response, % | AID 652105 | hit rate 1.2% among 330,000; active = max response of -50% or lower; inconclusive = between -30% and -50%; inactive = -30% or higher; also: value at the top dose of about 77 µM; % is scaled to controls: 0 for no effect and ±100 for the full control effect
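ADP-Glo luminescence end-point read after a 60 min room-temperature kinase reaction of PI5P4Kalpha plus substrate, initiated with ATP at 5 microM final. Buffer: 0.038 M HEPES pH 7.4, EGTA, 0.1% CHAPS, 5% DMSO.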
FUS suppressor – rescues growth of FUS-expressing yeast. S. cerevisiae FUS-expressing, growth rescue, OD600, 24 h. Potency, µM (top dose mostly 76.6 µM), for the others: at the top dose growth rescue (activation), hits mostly activators. hit rate 0.24% among 390,000. AID 1347120;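 also: potency is read from the fitted curve at half-maximal effect; plate controls were DMSO vehicle for no effect and reference control for full effect; nearly all actives have a fitted effect of over 55% in size; some results filed as inactive show a strong effect at the top dose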
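Yeast FUS proteinopathy model; galactose-induced FUS (2%), starting OD 0.005. Cpds in dilution series, 24hr, 30C, 99% humidity. Abs 600 nm growth. Pos ctrl CP55940 (top 92uM final); neg ctrl DMSO.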
EPAC1 ag – activates human EPAC1 exchange factor. O95398. EPAC1 agonist qHTS, biochemical assay; response scale: 100% = response to 6.5 mM cAMP. Potency, µM (doses to about 154 µM), for inactives: top-dose activation, hits mostly activators. hit rate 0.073% among 360,000. AID 720707; also: potency is read from the fitted curve at half-maximal effect; nearly all actives have a fitted effect of over 60% in size
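Fluorescent GDP-exchange assay: 100 nM EPAC1 with 250 nM Rap1B preloaded with BODIPY-GDP and 50 uM GDP; compounds tested as concentration series, 5 min at room temperature, then read every 5 min for 30 min (ex 480/em 540 nm); normalized to 6.5 mM cAMP.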
* hit, by the source's call; & = joins results of further samples. Unless noted, calls follow the shape of the dose curve; as a rule, active = well fitted curve in the direction sought with a large enough effect; inconclusive = small, poorly fitted or top-dose-only effect, or another doubt; inactive = no such curve, though single readings can be large; an effect the other way counts as inactive or inconclusive.

Nn1c(SCC(=O)Nc2ccc(F)cc2)nnc1-c1cccnc1 was read as PLK1 PBD block 1%, aSyn yeast inh -2%, WRN helicase inh 12%, EPAC1 antagonist 1%, Abeta rescue 10%, IL2 activator -1.4, FUS suppressor 24% and EPAC1 ag -1%.
`CC(=O)N1c2ccccc2C2CCCC[C@@H]21` (stereo not given in full) gave PLK1 PBD block -5%, aSyn yeast inh 0%, WRN helicase inh -13%, EPAC1 antagonist -5%, Abeta rescue 12%, IL2 activator 4.0, PI5P4K alpha inh 6, FUS suppressor -22% and EPAC1 ag -6%.
Cc1nc(N2CCN(C(=O)c3ccco3)CC2)c(C#N)c2c1CCCC2 was read as PLK1 PBD block -10%, aSyn yeast inh 7%, WRN helicase inh -5%, EPAC1 antagonist 1%, Abeta rescue -8%, IL2 activator -0.2, PI5P4K alpha inh -2, FUS suppressor -17% and EPAC1 ag 5%.
COc1ccc(NC(=O)CN2C(=O)COc3ccc(S(=O)(=O)N4CCCCC4)cc32)cc1OC was read as PLK1 PBD block 2%, aSyn yeast inh -1%, WRN helicase inh 9%, EPAC1 antagonist -25%, Abeta rescue -4%&-4%, IL2 activator -2.0, PI5P4K alpha inh -4, FUS suppressor 5%&6% and EPAC1 ag -9%.
Screening O=C(O)C1(O)C[C@H](O)C(O)[C@@H](O)C1 (stereo not given in full) returned PLK1 PBD block -4%, aSyn yeast inh 1%, WRN helicase inh -1%, EPAC1 antagonist 3%, Abeta rescue -2%, IL2 activator -0.5, PI5P4K alpha inh 0, FUS suppressor -37% and EPAC1 ag 1%.
CC(=O)N(C)/C=C1\Sc2ccccc2C1=O was read as PLK1 PBD block -6%, aSyn yeast inh -13%, WRN helicase inh -5%, EPAC1 antagonist 11%, Abeta rescue -16%, IL2 activator -0.4, PI5P4K alpha inh -6, FUS suppressor -11% and EPAC1 ag 3%.
`COc1ccccc1/C=C/C=N/NC(=O)c1ccco1` gave PLK1 PBD block 6%, aSyn yeast inh 0%, WRN helicase inh 3%, EPAC1 antagonist -3%, Abeta rescue 8%, IL2 activator -1.4, PI5P4K alpha inh 8, FUS suppressor 14% and EPAC1 ag 0%.
For O=C(Oc1ccc(C(=S)N2CCOCC2)cc1)c1cc([N+](=O)[O-])cc([N+](=O)[O-])c1 the results were PLK1 PBD block -24%, aSyn yeast inh 2%, WRN helicase inh 12%, EPAC1 antagonist 13%, Abeta rescue -10%, IL2 activator 0.7, PI5P4K alpha inh -3, FUS suppressor -4% and EPAC1 ag 13%.
`COc1ccc2oc(C(=O)OCC(=O)Nc3ccc(C(=O)N(C)C)cc3)c(C)c2c1` gave PLK1 PBD block -2%, aSyn yeast inh 6%, WRN helicase inh 2%, EPAC1 antagonist 2%, Abeta rescue 12%, IL2 activator -0.4, PI5P4K alpha inh -1, FUS suppressor 18% and EPAC1 ag 5%.
Cc1ccccc1-c1nc(S(=O)(=O)c2ccccc2)c(N2CCCC2)o1 was read as PLK1 PBD block -10%, aSyn yeast inh 4%, WRN helicase inh 0%, EPAC1 antagonist -15%, Abeta rescue -8%, IL2 activator 0.5, PI5P4K alpha inh -1, FUS suppressor -6% and EPAC1 ag 12%.
CCCNC(=O)c1ccc(Cn2c(=S)[nH]c3c([nH]c4ccc(OC)cc43)c2=O)cc1 was read as PLK1 PBD block -6%, aSyn yeast inh 2%, WRN helicase inh -12%, EPAC1 antagonist -6%, Abeta rescue 27%, IL2 activator 0.3, PI5P4K alpha inh -13, FUS suppressor 11% and EPAC1 ag -13%.
For Cc1cc(Cl)c(O)c(-n2nc3ccccc3n2)c1 the results were PLK1 PBD block 24µM*, aSyn yeast inh 1%, WRN helicase inh 1%, EPAC1 antagonist -20%, Abeta rescue 11%, IL2 activator 2.6, PI5P4K alpha inh 3, FUS suppressor -14% and EPAC1 ag 6%.
For CCCN(C)C[C@@H]1OCCCC[C@@H](C)Oc2ccc(NC(=O)c3ccccc3)cc2C(=O)N([C@H](C)CO)C[C@@H]1C the results were PLK1 PBD block -21%, aSyn yeast inh -3%, WRN helicase inh 1%, EPAC1 antagonist -29%, Abeta rescue -15%, IL2 activator -0.4, PI5P4K alpha inh 5, FUS suppressor inconclusive and EPAC1 ag -9%.
For CC1CN(S(=O)(=O)c2cc(C(=O)N(C)Cc3cccs3)ccc2Cl)CC(C)O1 (stereo not given) the results were PLK1 PBD block 2%, aSyn yeast inh 9%, WRN helicase inh -28%, EPAC1 antagonist 7%, Abeta rescue 6%, IL2 activator -1.6, PI5P4K alpha inh 2 and EPAC1 ag 6%.
`O=C(NNC(=O)c1ccccc1[N+](=O)[O-])c1ccc(NC(=O)c2ccccc2)cc1` gave PLK1 PBD block -9%, aSyn yeast inh -4%, WRN helicase inh -22%, EPAC1 antagonist -18%, Abeta rescue 4%, IL2 activator 0.4, PI5P4K alpha inh 0, FUS suppressor 6% and EPAC1 ag -8%.
For CC(=O)N/N=C/c1ccccc1OCCOc1cccc(C)c1 the results were PLK1 PBD block 2%, aSyn yeast inh 15%, WRN helicase inh 11%, EPAC1 antagonist -5%, Abeta rescue -19%, IL2 activator -0.1, PI5P4K alpha inh -2, FUS suppressor -9% and EPAC1 ag -12%.
O=C(CC(NCc1ccccn1)C(=O)O)Nc1ccccc1Cl (stereo not given) was read as PLK1 PBD block 1%, aSyn yeast inh 6%, WRN helicase inh 8%, EPAC1 antagonist 18%, Abeta rescue 1%, IL2 activator 0.1, PI5P4K alpha inh 5, FUS suppressor 14% and EPAC1 ag -1%.
COCCn1c(=O)[nH]c2cc(C(=O)NCCc3ccc(OC)c(OC)c3)ccc2c1=O was read as PLK1 PBD block -14%, aSyn yeast inh -6%, WRN helicase inh -2%, EPAC1 antagonist 9%, Abeta rescue -7%, IL2 activator -2.4, PI5P4K alpha inh -8, FUS suppressor inconclusive and EPAC1 ag 3%.
For Cc1cc(C)c(C)c(S(=O)(=O)NC2CCCCC2)c1C the results were PLK1 PBD block 3%, aSyn yeast inh 31%, WRN helicase inh 2%, EPAC1 antagonist -18%, Abeta rescue inconclusive, IL2 activator -3.8, PI5P4K alpha inh -5, FUS suppressor -26% and EPAC1 ag 1%.
Screening CC1=CC(C)(C)N2C(=O)C3(C(C#N)=C(N)Oc4cc(C)oc(=O)c43)c3cccc1c32 (stereo not given) returned PLK1 PBD block -11%, aSyn yeast inh 1%, WRN helicase inh -8%, EPAC1 antagonist -14%, Abeta rescue 16%, IL2 activator 0.8, PI5P4K alpha inh -5, FUS suppressor 35% and EPAC1 ag -10%.
Screening O=C(N/N=C\c1ccc(F)cc1)c1csnn1 returned PLK1 PBD block -4%, aSyn yeast inh -14%, WRN helicase inh -12%, EPAC1 antagonist 5%, Abeta rescue 10%, IL2 activator -0.5, PI5P4K alpha inh -1, FUS suppressor -7% and EPAC1 ag 1%.
For Cc1ccc(CNC(=O)COC(=O)c2ccc(S(=O)(=O)N3CCOCC3)cc2)cc1 the results were PLK1 PBD block 6%, aSyn yeast inh -14%, WRN helicase inh -11%, EPAC1 antagonist -18%, Abeta rescue -2%, IL2 activator 1.1, PI5P4K alpha inh 6, FUS suppressor -2% and EPAC1 ag -13%.
`O=[N+]([O-])c1cc(C(F)(F)F)ccc1-n1nnc2ccccc21` gave PLK1 PBD block -17%, aSyn yeast inh -8%, WRN helicase inh 1%, EPAC1 antagonist -17%, Abeta rescue -4%, IL2 activator 2.1, PI5P4K alpha inh -4 and EPAC1 ag -3%.
Screening COC(=O)c1sccc1NC(=S)N1CCN(c2ccccc2)CC1 returned PLK1 PBD block -11%, aSyn yeast inh -4%, WRN helicase inh -11%, EPAC1 antagonist -5%, Abeta rescue -1%, IL2 activator -1.2, PI5P4K alpha inh -4, FUS suppressor 8% and EPAC1 ag 12%.
Screening Cn1cc(CN2CCC(C(=O)NC(c3ccc(-c4ccccc4)cc3)c3cnccn3)CC2)c2ccccc21 (stereo not given) returned PLK1 PBD block -2%, aSyn yeast inh -19%, WRN helicase inh 9%, EPAC1 antagonist 0%, Abeta rescue -18%, IL2 activator 0.1, PI5P4K alpha inh -5, FUS suppressor 27% and EPAC1 ag -16%.
For Cc1ccc(CNC(=O)C2CCCN2C(=O)Nc2ccccc2)cc1 (stereo not given) the results were PLK1 PBD block -5%, aSyn yeast inh -1%, WRN helicase inh -1%, EPAC1 antagonist -24%, Abeta rescue 5%, IL2 activator 2.5, PI5P4K alpha inh 0, FUS suppressor -22% and EPAC1 ag 2%.
CCOC(=O)C1C(c2ccc(Cl)cc2)NC(=S)NC1(O)C(F)(F)F (stereo not given) was read as PLK1 PBD block 0%, aSyn yeast inh 5%, WRN helicase inh -4%, EPAC1 antagonist -2%, Abeta rescue -4%, IL2 activator -0.6, PI5P4K alpha inh -3, FUS suppressor 9% and EPAC1 ag 3%.
`COc1ccc(C2(C)NC(=O)N(CC(=O)Nc3ccc(S(=O)(=O)N4CCCC4)cc3)C2=O)cc1` (stereo not given) gave PLK1 PBD block 1%, aSyn yeast inh 7%, WRN helicase inh -2%, EPAC1 antagonist -22%, Abeta rescue 12%, IL2 activator 4.5, PI5P4K alpha inh 2, FUS suppressor inconclusive and EPAC1 ag -5%.
Screening CCOc1cc(S(=O)(=O)NCc2ccncc2)ccc1Cl returned PLK1 PBD block -8%, aSyn yeast inh 0%, WRN helicase inh 4%, EPAC1 antagonist -3%, Abeta rescue -18%, IL2 activator -3.9, PI5P4K alpha inh 0, FUS suppressor -19% and EPAC1 ag 5%.

Pulled one by one from above:
For Cc1ccc(CNC(=O)COC(=O)c2ccc(S(=O)(=O)N3CCOCC3)cc2)cc1 the results were PLK1 PBD block 6%, aSyn yeast inh -14%, WRN helicase inh -11%, EPAC1 antagonist -18%, Abeta rescue -2%, IL2 activator 1.1, PI5P4K alpha inh 6, FUS suppressor -2% and EPAC1 ag -13%.
For CC(=O)N/N=C/c1ccccc1OCCOc1cccc(C)c1 the results were PLK1 PBD block 2%, aSyn yeast inh 15%, WRN helicase inh 11%, EPAC1 antagonist -5%, Abeta rescue -19%, IL2 activator -0.1, PI5P4K alpha inh -2, FUS suppressor -9% and EPAC1 ag -12%.
